TTR transcr act: activators of transthyretin transcription; SH-SY5Y TTR promoter Gaussia luciferase, luminescence; 100% = recombinant luciferase protein wells; actives 1.3% (n = 92,000); AID 1117267; activation, % at 16.7 µM;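 active = activation above the mean of all tested compounds plus 3 SD, cut at about 9.5% in these data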;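 note: cells exposed to compounds for one day before reading; 0% = median of all test compound wells on the plate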
* = called active by the depositor.

SMILES	TTR transcr act
CN1CCN(c2ccc(NC(=O)C(C)(C)C)cc2)CC1	1.3
Cc1cccc(C)c1OP(N)(=O)Oc1c(C)cccc1C	0.1
CCOC(=O)C1CCN(C(C)C(=O)c2c(C)[nH]c3cc(C)ccc23)CC1 (centres undefined)	-2.4
COc1ccccc1N1CCN(Cc2cccc(OC)c2O)CC1	-0.2
NC(Cc1ccccc1Cl)c1nn[nH]n1 (centres undefined)	-0.2
O=c1c(C=Nc2cccnc2Cl)c(O)n(CCCCl)c(=O)n1C1CCCCC1	3.3
CC(=NCCO)c1c(O)n(C)c(=O)n(C)c1=O	0.2
N=c1sc2c(n1Cc1ccccc1)CCCC2	0.5

The closing four records of the section above lead into the next.
SMILES	TTR transcr act
NC(Cc1ccccc1Cl)c1nn[nH]n1 (centres undefined)	-0.2
O=c1c(C=Nc2cccnc2Cl)c(O)n(CCCCl)c(=O)n1C1CCCCC1	3.3
CC(=NCCO)c1c(O)n(C)c(=O)n(C)c1=O	0.2
N=c1sc2c(n1Cc1ccccc1)CCCC2	0.5
Cc1cccc(NC(N)=S)c1	0.8
O=C1CN=C(c2ccccc2)c2oc3ccc(Br)cc3c2N1	-2.1
COc1cccc(CNC(=O)CCC(=O)N2C[C@H]3C[C@H](C2)c2cccc(=O)n2C3)c1OC	-0.8
C=CCN1CCc2cccc3c2[C@H]1Cc1ccc(O)c(O)c1-3	1.0
CNC(=O)Nc1ccc(C(O)(C(=O)OC)C(F)(F)F)cc1 (centres undefined)	6.2
Fc1cccc(CN2CCN(c3ccc(Cl)cc3)CC2)c1	-1.8
O=C(Cc1ccccc1)OCCN1CCCCC1	0.3
C=CC12CN(C)C3C4COC(CC41)C1(C(=O)Nc4ccccc41)C32 (centres undefined)	-1.0
COC(=O)C1=C(C(=O)OC)C2OC1c1cc3ccccc3cc12	-6.8
COC(=O)C1=C(c2ccc(OCc3ccccc3)cc2)C[C@@H]2CC[C@H]1N2C(=O)NCc1ccccc1C(F)(F)F	-1.2
O=C(CNC(=O)c1ccccc1)Nc1ccc(Br)cc1C(=O)c1ccccc1	-1.5
C[C@]12CC[C@H](O)C[C@H]1CC[C@@H]1[C@@H]2CC[C@]2(C)C(=O)CC[C@@H]12	-0.7
O=c1c(/C=N/N2CCOCC2)c(O)n(-c2ccccc2)c(=S)n1-c1ccccc1	-0.3
ClCCN1CCSCC1	0.6
C=CP(=O)(O)c1ccccc1	-1.4
CCN1CCN(c2ncnc3ccc(Br)cc23)CC1	-0.4

Grouped by structure: those above containing an NH in an aromatic ring.
SMILES	TTR transcr act
CCOC(=O)C1CCN(C(C)C(=O)c2c(C)[nH]c3cc(C)ccc23)CC1 (centres undefined)	-2.4
NC(Cc1ccccc1Cl)c1nn[nH]n1 (centres undefined)	-0.2

Remaining list, next part:
CC(C)C(NC(=O)OCc1ccccc1)P(=O)(Oc1ccccc1)Oc1ccccc1 (centres undefined)
- TTR transcr act: 0.2

CN1CCC2(CC1)NC(=O)c1ccccc1N2
- TTR transcr act: 0.2

C/C(=N/OC(=O)N(C)C)c1ncc(C(F)(F)F)cc1N1CCOCC1
- TTR transcr act: 0.0

Cc1cc2oc(=O)cc(-c3cc4ccccc4o3)c2cc1OC(=O)N(C)C
- TTR transcr act: -0.6

CC1(C)N(O)C2CCCCC2N1O (centres undefined)
- TTR transcr act: 0.0

CCCCn1c(O)c(/C=C2/C=CC=N2)c(=O)[nH]c1=O
- TTR transcr act: 1.2

[O-][n+]1onc2c1CCC1N(O)CCC21O (centres undefined)
- TTR transcr act: 0.3

O=C(NC(CCC(O)CO)P(=O)(Oc1ccccc1)Oc1ccccc1)OCc1ccccc1 (centres undefined)
- TTR transcr act: -1.4

C[C@]12CC[C@@H](O)CC1=CCC1C2CC[C@@]2(C)C1C[C@@H](F)[C@H]2O (some centres undefined)
- TTR transcr act: 3.5

c1ccc(CCNCc2ccccc2)cc1
- TTR transcr act: 0.9

C=C[C@@H]1C[C@@]1(C)[C@@H](NP(=O)(c1ccccc1)c1ccccc1)c1ccccc1
- TTR transcr act: 1.0

Cc1ccccc1N1C(=O)NC(=O)/C(=C\c2cnn(-c3ccccc3)c2)C1=O
- TTR transcr act: -1.2

CCCOc1ccccc1C1SCC(=O)Nc2c1c(=O)[nH]n2C(C)CCC (centres undefined)
- TTR transcr act: -2.4

O=C(NCC1=C(c2ccc3ccccc3c2)C[C@@H]2CC[C@H]1N2Cc1ccco1)c1cccs1
- TTR transcr act: -1.9

O=C(O)c1cccc2c1NC(c1cccc([N+](=O)[O-])c1)C1CC(Sc3ccccc3[N+](=O)[O-])C(Cl)C21 (centres undefined)
- TTR transcr act: -0.3

O=c1[nH]c2ccccc2n1C1CCN(Cc2ccc(-c3nc4ccccc4nc3-c3ccccc3)cc2)CC1
- TTR transcr act: -3.7

FC(F)(F)c1ccc(CNCCc2ccc3c(c2)OCO3)cc1
- TTR transcr act: 3.2

Cc1ccc2c(c1)CC1(CN2C)C(=O)NC(=O)N(c2ccc(C)c(C)c2)C1=O (centres undefined)
- TTR transcr act: 9.5

CN1C(=O)C(C2c3ccccc3C(=O)N2Cc2ccccc2)C(=O)N(C)C1=O (centres undefined)
- TTR transcr act: 3.4

Nc1cc(N2CCNCC2)ccc1[N+](=O)[O-]
- TTR transcr act: 0.0

Filtered by structure: the entries above with a CF3 group (four)
CNC(=O)Nc1ccc(C(O)(C(=O)OC)C(F)(F)F)cc1 (centres undefined)
- TTR transcr act: 6.2

COC(=O)C1=C(c2ccc(OCc3ccccc3)cc2)C[C@@H]2CC[C@H]1N2C(=O)NCc1ccccc1C(F)(F)F
- TTR transcr act: -1.2

C/C(=N/OC(=O)N(C)C)c1ncc(C(F)(F)F)cc1N1CCOCC1
- TTR transcr act: 0.0

FC(F)(F)c1ccc(CNCCc2ccc3c(c2)OCO3)cc1
- TTR transcr act: 3.2

Next records:
O=C1c2ccccc2-n2nnc(-c3ccccc3)c2C2c3cc(Br)ccc3CCN12 (centres undefined)
- TTR transcr act: 5.3

Cc1ccc(OCCOc2cccc(C=C3C(=O)NC(=O)NC3=O)c2)c(C)c1
- TTR transcr act: -0.7

COc1ccc(-c2ccc3c(c2)CNCc2cnnn2-3)cc1
- TTR transcr act: 2.4

CC(C)NC(C)C(=O)C12CC3CC(CC(C3)C1)C2 (centres undefined)
- TTR transcr act: 1.1

Retrieved one by one from the entries so far:
O=c1c(/C=N/N2CCOCC2)c(O)n(-c2ccccc2)c(=S)n1-c1ccccc1
- TTR transcr act: -0.3

COc1ccccc1N1CCN(Cc2cccc(OC)c2O)CC1
- TTR transcr act: -0.2

C/C(=N/OC(=O)N(C)C)c1ncc(C(F)(F)F)cc1N1CCOCC1
- TTR transcr act: 0.0

CCCCn1c(O)c(/C=C2/C=CC=N2)c(=O)[nH]c1=O
- TTR transcr act: 1.2

CCCOc1ccccc1C1SCC(=O)Nc2c1c(=O)[nH]n2C(C)CCC (centres undefined)
- TTR transcr act: -2.4

Cc1ccc(OCCOc2cccc(C=C3C(=O)NC(=O)NC3=O)c2)c(C)c1
- TTR transcr act: -0.7

CCOC(=O)C1CCN(C(C)C(=O)c2c(C)[nH]c3cc(C)ccc23)CC1 (centres undefined)
- TTR transcr act: -2.4

Screening data (PubChem BioAssay)

Not all compounds are listed; count on the stated rates, not on these rows.
